Bioassay records: PubChem, National Center for Advancing Translational Sciences (NCATS)
TGFb inhibitor = qHTS for Inhibitors of TGF-b | HepG2 CAGA-GFP TGF-b/SMAD3 reporter, GFP fluorescence, 18 h; TGF-beta stimulated, 500 pg/mL final | Potency, µM (highest dose often 46.1 µM), for the others: top-dose activity, negative = inhibition, hits mostly inhibitors | actives 1.2% (n = 410,000); also: potency is read from the fitted curve at half-maximal effect; % is scaled to controls: 0 for no effect and ±100 for the full control effect; nearly all actives have a fitted effect of over 65% in size
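Using HEPG2 CAGA-GFP reporter cells at 1000 cells/well, we pinned test compounds, stimulated with recombinant TGF-beta (500 pg/mL final) and measured total well GFP after 18 h.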
Nrf2 block = Nrf2 qHTS screen for inhibitors; Potency, µM (titrated, usually from 46 µM), for the others: at the top dose activity change, negative = inhibition, hits mostly inhibitors; AID 504444, 2011; actives 2.1% (n = 360,000); A549 ARE-Fluc reporter, luciferase luminescence, 18-24 h; also: potency is read from the fitted curve at half-maximal effect; % is scaled to controls: 0 for no effect and ±100 for the full control effect; nearly all actives have a fitted effect of over 60% in size
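In this cell-based qHTS, ARE-driven firefly luciferase in A549 cells reports Nrf2 activity; the luminescent signal after BugLite lysis is the measured value, with a prior CellTiter-Fluor read for cell health.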
ATXN2 expr inh = Primary qHTS for Inhibitors of ATXN expression. HEK-293 ATXN2-luciferase reporter, luminescence, 24 h. Potency, µM (titrated, usually from 57 µM), for the others: at the top dose activity change, negative = inhibition, usual class: inhibitors. actives 0.72% (n = 360,000). AID 1745845, 2022; also: potency is read from the fitted curve at half-maximal effect; % is scaled to controls: 0 for no effect and ±100 for the full control effect; nearly all actives have a fitted effect of over 55% in size
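ATXN2-luciferase reporter cells (luciferase flanked by upstream and downstream ATXN2 gene portions) were treated 24 h at 37 °C with compounds at up to 57 uM. SteadyGlo luminescence gave expression; GF-AFC fluorescence gave viability.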
A549 tox = Nrf2 qHTS screen for inhibitors: counterscreen for cytotoxicity; A549 ARE-Fluc cells, CellTiter-Fluor viability, 18-24 h; Potency, µM (top dose mostly 46 µM), for inactives: top-dose activity change, negative = cytotoxicity, usual class: inhibitors; actives 0.16% (n = 390,000); also: potency is read from the fitted curve at half-maximal effect; % is scaled to controls: 0 for no effect and ±100 for the full control effect
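A549 ARE_Fluc cells in 5% FBS OPTI-MEM were exposed to compounds in concentration-response for 18-24 h at 37 deg C. Viability was read by CellTiter-Fluor fluorescence (Ex 405/Em 525) after 30 min, before the luciferase read.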
Nrf2 ARE act = qHTS of Nrf2 Activators. AREc32 ARE-luciferase reporter (MCF7-derived line), luminescence, 24 h. actives 0.31% (n = 410,000). Potency, µM (doses to about 46.1 µM), inactives show top-dose activation, hits mostly activators; also: potency is read from the fitted curve at half-maximal effect; % of control where 0% means no effect; nearly all actives have a fitted effect of over 65% in size
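ARE-driven firefly luciferase activity in AREc32 cells measured after a 24 hr compound exposure at 37 deg C, using Steady-Glo reagent and a 30 min room-temperature hold.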
MCF10A rereplic = A quantitative high throughput screen for small molecules that induce DNA re-replication in MCF 10a normal breast cells. MCF 10A DNA re-replication, Hoechst nuclear intensity, 48 h. Potency, µM (top dose mostly 46.1 µM), without a hit: at the highest dose activity, positive = re-replication, hits mostly activators. actives 2.9% (n = 350,000); also: potency is read from the fitted curve at half-maximal effect; % of control where 0% means no effect; nearly all actives have a fitted effect of over 50% in size
HepG2 tox = qHTS for Inhibitors of TGF-b: Cytotox Counterscreen | HepG2 CAGA-GFP viability, ATP luminescence, 18 h | Potency, µM (highest dose often 46.1 µM), inactives show at the top dose activity change, negative = cytotoxicity, most hits filed as cytotoxic | actives 0.76% (n = 410,000) | AID 588856, 2011; also: potency is read from the fitted curve at half-maximal effect; some results filed as inactive show a strong effect at the top dose
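HepG2 CAGA-GFP cells (1000/well, DMEM with 1% FBS) received compound, then TGF-beta at 500 pg/mL final, and were incubated 18 hours at 37 degrees C. Viability was read by CellTiter-Glo luminescence. Media-only wells were set as complete cell-killing and DMSO as no toxicity.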
ATXN viability = Viability Counterscreen for Primary qHTS for Inhibitors of ATXN expression | actives 0.49% (n = 400,000) | Potency, µM (titrated, usually from 56.7 µM), most hits filed as cytotoxic | S2 cells (HEK-293 line with an ATXN2-luciferase reporter) viability, CellTiter-Fluor protease fluorescence, 24 h; also: potency is read from the fitted curve at half-maximal effect; nearly all actives have a fitted effect of over 40% in size
IL-1B inflam inh = qHTS for Inhibitors of Inflammasome Signaling: IL-1-beta AlphaLISA Primary Screen; activity change, % at 57.5 µM; actives 4.7% (n = 360,000); THP-1 LPS/ATP IL-1B secretion, AlphaLISA, 16 h; stronger effect = lower value; in the data active = activity change below about -50%; inconclusive = mostly about -30% to -49%; also: % is scaled to controls: 0 for no effect and ±100 for the full control effect
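Secreted IL-1B measured by AlphaLISA bead assay after 16 h compound exposure of THP-1 cells; compounds (final up to 57.5 uM) added 1 h before LPS (250 ng/mL) and ATP (1.25 mM) stimulation; lower signal means less secretion.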
Starred values were filed as active, the others as inactive; i = inactive; ? = inconclusive; . = no result given; & = joins results of further samples; [ ] = dose if it differs, or a comment. Unless noted, calls follow the shape of the dose curve; as a rule, active = well fitted curve in the direction sought with a large enough effect; inconclusive = small, poorly fitted or top-dose-only effect, or another doubt; inactive = no such curve, though single readings can be large; an effect the other way counts as inactive or inconclusive.

SMILES	TGFb inhibitor	Nrf2 block	ATXN2 expr inh	A549 tox	Nrf2 ARE act	MCF10A rereplic	HepG2 tox	ATXN viability	IL-1B inflam inh
NC(=O)c1ncc(C(F)(F)F)cc1Oc1ccc(C(F)(F)F)cc1	28.2%	.	-25.7%	-1.2%	0.3%	0.6%	-80.9%	i	-8.1
Cc1nn(C)cc1/C=N/NC(=O)c1ccc2c(c1)OCO2	-12.2%	-14.8%	-0.4%	2.3%	0.0%	?	-2.4%	i	24.1
CN1CCCCc2c1nc1ccccc1c2N (tested in a mixture with another compound)	-7.2%	20.2%	-9.1%	-2.4%	2.2%	5.7%	-0.1%	i	8.1
CCOc1cc(CN2CCN(c3cccc(C(F)(F)F)c3)CC2)ccc1OC	?	0.4%	-14.4%	-0.6%	2.5%	-3.3%	-30.1%	i	-56.3*
COc1ccc(OC)c(S(=O)(=O)NC(C)CCc2ccccc2)c1 (stereo unspecified)	-18.3%	-13.8%	-12.5%	-9.6%	-0.8%	-0.2%	-15.4%	i	21.0
Cc1ccc(C)c(CSc2nc(-c3ccccc3F)nc3c2Cc2c(CO)cnc(C)c2O3)c1	-4.2%	?	8.9%	-0.8%	0.2%	.	-1.6%	i	.
O=C(OCc1ccccc1Cl)c1cc([N+](=O)[O-])ccc1N1CCOCC1	13.0%	-0.3%	-25.4%	-3.9%	1.0%	-15.9%	-19.9%	?	-21.5
CCOc1ccc(S(=O)(=O)NCc2ccc(Cl)cc2)c2cccnc12	?	0.7%	5.2%	1.8%	0.1%	?	-5.1%	i	5.9
COc1ccccc1CN(Cc1c(Cl)cccc1Cl)S(=O)(=O)c1ccc(Br)cc1	14.4%	.	.	-0.8%	0.6%	.	9.8%	.	.
CCCNC(=O)c1nc2ncc(Br)cn2n1	0.8%	13.8%	0.4%	0.7%	0.9%	-2.8%	5.0%	i	23.2
O=C(COC(=O)CC12CC3CC(CC(C3)C1)C2)Nc1cccnc1Cl	4.6%	15.9%	.	0.4%	6.8%	2.8%	-1.5%	i	21.9
CCOP(=O)(OCC)c1nc(-c2cccc([N+](=O)[O-])c2)oc1N1CCCCC1	-19.6%	-14.0%	.	-1.9%	0.2%	-2.9%	-0.6%	i	0.0
Clc1ccc(C2=C3CCCCn4c(-c5ccccc5)c[n+](c43)C2)cc1	-7.2%	-1.6%	-31.9%	-5.3%	-0.3%	?	-6.0%	?	-16.6
COc1ccc(NC(=S)Nc2ccc(S(N)(=O)=O)cc2)c(OC)c1	4.8%	2.1%	-20.5%	-4.4%	0.5%	20.1%	13.9%	i	0.0
CN1CCN(c2ccccc2/C=N/NC(=O)c2cccnc2)CC1	-2.8%	-3.7%	.	12.7%	3.3%	-1.4%	13.1%	i	6.6
Cc1ccc(C(=O)NC2CCN(CC(=O)NCc3cccs3)CC2)cc1	-14.2%	2.9%	.	-0.2%	-0.7%	2.5%	2.4%	i	0.0
O=C(Nc1ccc(S(=O)(=O)Nc2ncccn2)cc1)c1ccccc1	19.1%	4.4%	.	-0.3%	0.0%	4.0%	24.9%	i	8.6
COc1ccc(OCCNC(=O)c2ccc3nc(C)c(N(C)Cc4ccc(NC(C)=O)cc4)n3c2)cc1	-7.7%	.	2.8%	.	2.7%	.	-91.8%	i	-7.8
O=C(Nc1nnc(S(=O)(=O)N2CCCCC2)s1)c1ccccc1Br	-18.8%&-21.5%	-21.5%&24.0%	-15.4%	0.1%&9.4%	0.3%&3.5%	-6.7%	-24.9%&-20.0%	i	-16.3
CNc1nc(C)c(C(C)(C)C)s1	3.4%	-2.8%	.	-3.4%	-0.9%	0.5%	7.7%	?	20.3
CC(C)(C)c1ccc(C(=O)OCC(=O)Nc2cccc(S(=O)(=O)NC3=NCCC3)c2)cc1	-22.1%	.	.	.	0.2%	.	-43.0%	i	-10.7
O=C(c1ccc(-n2cccc2)cc1)N1CCN(Cc2ccccc2)CC1	0.0%	-10.2%	.	-14.1%	1.6%	18.8%	-24.1%	.	-29.7
COc1cccc(OCC(O)CNC2CCCC2)c1 (stereo unspecified)	-2.6%	0.8%	.	5.2%	-1.1%	0.0%	-9.8%	i	-15.5
Cc1ccc(C(=O)NC(=S)Nc2cccc(NC(=O)c3ccccc3Cl)c2)cc1[N+](=O)[O-]	0.0%	-24.5%	6.8%	7.7%	3.0%	-5.4%	-14.9%	i	-0.9
Cc1ccc2nc(SCC(=O)Nc3nonc3C)[nH]c2c1	-26.9%	-6.2%	4.5%	2.1%	0.1%	-1.7%	-9.1%	i	-7.5
SMILES	TGFb inhibitor	Nrf2 block	ATXN2 expr inh	A549 tox	Nrf2 ARE act	MCF10A rereplic	HepG2 tox	ATXN viability	IL-1B inflam inh
CC(/C=N/NC(=O)c1n[nH]c2c1CCC2)=C\c1ccccc1	?	28.2%	-28.5%	?	2.3%	0.259µM*	-22.8%	?	63.4
COc1ccc(NS(=O)(=O)c2cccc(C(=O)N/N=C/c3ccc4c(c3)OCCO4)c2)cc1	-0.9%	-1.0%	-12.2%	9.1%	-0.6%	0.5%	-4.9%	i	-6.0
COc1ccc(CNC(=O)CCCn2c(=O)c3cccn3c3cccnc32)cc1	-16.3%&12.0%	-24.0%	.	-0.2%	0.8%&-0.1%	.	-2.4%&2.3%	i	?
CCC(C)NC(=O)Cn1c(=O)cc(-c2ccccc2)c2c(C)nn(C)c21 (stereo unspecified)	-1.4%	-15.2%	-8.3%	-0.5%	5.0%	.	-3.4%	i	.
O=C(CN1CCN(c2ccc(O)cc2)CC1)N1CCc2ccccc21	?	-16.0%	-20.8%	-12.3%	-0.3%	1.2%	0.1%	i	27.3
CCCCNC(=O)CSc1nnc(Cc2ccccc2)n1CC	?	-12.6%	0.4%	1.7%	-0.8%	1.3%	6.6%	i	6.2
COc1ccccc1OCCn1c(NC(=O)c2ccccc2Cl)nc2ccccc21	0.0%	?	?	-15.9%	2.5%	.	-5.8%	?	.
COc1cccc(C2CC(c3ccccc3OC)n3ncnc3N2)c1 (stereo unspecified)	-19.4%	-3.7%	-12.5%	-5.8%	-0.3%	5.1%	-31.6%	i	24.4
COc1cc2c(C(=O)N(C)c3ccc(F)cc3)cn(C)c(=O)c2cc1OC	-2.9%	13.6%	-2.1%	1.6%	0.1%	-1.9%	-23.5%	i	12.0
CN(C(=O)COC(=O)c1ccc[nH]c1=O)C1CCCCC1	1.9%	12.5%	.	-5.8%	3.3%	2.0%	14.2%	.	11.3
CCOC(=O)N1CCC(NC(=O)CCc2cn(C)c3ccccc23)CC1	2.1%	-24.3%	10.7%	1.0%	1.3%	9.6%	-10.2%	i	-11.6
CCOn1c(=O)c(-c2cc(OC)ccc2OC)[n+]([O-])c2ccccc21	-15.7%	0.1%	-11.9%	-8.8%	0.0%	-4.7%	-38.2%	?	17.8
CC1(C)C(=O)C2(CCCC2)C(=O)OC1c1ccco1 (stereo unspecified)	-13.4%	.	-14.8%	4.3%	0.1%	-2.4%	-11.3%	i	-16.2
CC(C)NC(=S)NCc1cccnc1	-4.0%	-1.5%	9.6%	-2.7%	0.4%	-3.2%	-50.5%	i	21.5
Cc1nn(-c2cccc(Cl)c2)c2nc(-c3ccncc3)cc(C(=O)N3CCOCC3)c12	6.3%	?	-17.5%	-7.9%	3.1%	?	-39.8%	i	-72.3*
Cc1ccc(OCCNC(=O)CCC(=O)N2CCOCC2)cc1	-4.9%	-4.1%	-8.2%	-3.0%	-0.3%	?	8.0%	i	5.6
COc1ccc(-n2nc(C(=O)NCC(=O)Nc3cccc(NC(C)=O)c3)c3ccccc3c2=O)cc1	-9.9%	-11.3%	-19.0%	4.9%	2.0%	2.8%	-13.4%	i	-2.1
CC(C)CC(=O)Nc1nnc(S(=O)(=O)N(C)Cc2ccc(Cl)cc2)s1	-4.8%	23.4%	.	6.4%	0.6%	.	4.4%	.	.
Cc1ccc(S(=O)(=O)Cn2nnnc2C(c2ccc(F)cc2)N2CCC(C(N)=O)CC2)cc1 (stereo unspecified)	10.4%	4.4%	-4.6%	5.7%	-0.7%	1.7%	0.4%	i	-1.5
COc1ccc(NS(=O)(=O)c2cc(NC(=O)c3ccc(S(=O)(=O)N(C)C)cc3)ccc2N2CCOCC2)cc1	58.1%[activator]	0.4%	-18.8%	-6.0%	2.2%	1.2%	6.1%	?	21.8
O=C(N/N=C/c1cccc2ccccc12)c1cccs1	-20.0%	?	64.4%[activator]	1.9%	?	14.9%	-14.5%	i	50.5
N#Cc1ccsc1NC(=O)COC(=O)c1cc2ccccc2cc1O	?	10.8%	-0.8%	-5.8%	?	?	-27.6%	i	34.7
COc1ccc(-c2nnc(SCc3ccccc3)n2N)cc1	-24.9%	?	58.7%[activator]	.	2.8%	-0.2%	-29.3%	i	-2.9
O=C(Nc1cccc(F)c1)C1CCN(S(=O)(=O)c2cnc[nH]2)CC1	-5.2%	5.7%	-7.2%	-0.5%	-0.7%	0.0%	-25.7%	i	-13.6
CNc1cncc(-c2ccccc2CO)n1	1.4%	.	15.2%	.	0.0%[9.22 µM]	.	-2.1%	i	47.0
CNC(=O)c1c(Cl)cnn1-c1ccc(C)cc1	1.1%	?	32.8%[11.3 µM]	4.0%	5.4%	-17.0%	-7.1%	i	-18.3
COc1ccc(C(c2sc3nc(C)nn3c2O)N2CCCCC2)cc1 (stereo unspecified)	-4.4%	4.9%	-1.7%	0.0%	-0.1%	2.1%	-1.6%	i	-3.9
